Source: PubChem BioAssay (several laboratories)
UTI89 phage lysis = inhibition of K1F phage lysis, E. coli UTI89, bacterial capsule biogenesis inhibitors, alamar blue (AID 488966) | E. coli UTI89 K1F phage lysis, alamar blue, 2 h; higher % means a stronger effect | one-dose inhibition, % at 100 µM; IC50 in µM for titrated hits | 0.02% of 340,000 active;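 active = phage lysis inhibition, versus mean bacterial control, above a set limit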;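 note: capsule biogenesis inhibitors block K1F phage lysis so surviving cells raise fluorescence; higher fluorescence means more inhibition of phage lysis; actives were called in the ten point dose series up to 300 µM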
Salmonella PhoP GFP = inhibitors of PhoP regulon expression, primary screen, Salmonella Typhimurium, GFP reporter (AID 1863). S. Typhimurium PhoP-regulated promoter GFP reporter, 4 h; higher % means a stronger effect. inhibition, % at 50 µM; hits with a dose series show IC50 in µM. 0.16% of 300,000 active;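 active = inhibition over 29.93%, a cutoff 3 SD above the screen mean, later confirmed by dose response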;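 note: 0% = low Mg2+ inducing control and 100% = high Mg2+ repressing control; strong numbers were not always called active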
West Nile virus CPE = West Nile virus antiviral activity, cell-based, CPE readout (AID 1621); West Nile virus-infected cells, CPE inhibition; higher % means a stronger effect; one-dose CPE inhibition, % at 10 µM; IC50 in µM for titrated hits; 0.02% of 290,000 active; in the data active = a potency from the dose series; note: strong numbers were not always called active
NTR1 agonist = agonists of NTR1, primary screen, imaging, U2OS cells, beta-arrestin-GFP, high content (AID 493036); NTR1-U2OS beta-arrestin-GFP spot imaging, agonist mode; activation, % at 20 µM; 0.17% of 330,000 active;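 active = activation at or above 40% of the spot to cytoplasm intensity ratio, with at least 20 cells analyzed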;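 note: 0% = DMSO without peptide and 100% = 100 nM NTR1 peptide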
Target sequence (P30989 whole entry, looked up): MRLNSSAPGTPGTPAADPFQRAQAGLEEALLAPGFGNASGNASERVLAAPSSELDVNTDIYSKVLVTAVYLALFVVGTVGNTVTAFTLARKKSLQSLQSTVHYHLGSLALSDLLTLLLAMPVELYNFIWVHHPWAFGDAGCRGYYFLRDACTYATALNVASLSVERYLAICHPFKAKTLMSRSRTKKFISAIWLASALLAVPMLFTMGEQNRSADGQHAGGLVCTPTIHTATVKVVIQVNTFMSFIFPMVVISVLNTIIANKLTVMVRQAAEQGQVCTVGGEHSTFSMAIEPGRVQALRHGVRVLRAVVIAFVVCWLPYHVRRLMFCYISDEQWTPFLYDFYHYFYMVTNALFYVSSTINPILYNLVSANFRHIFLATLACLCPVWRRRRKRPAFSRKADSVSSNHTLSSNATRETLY
MgcRacGAP inhibition = MgcRacGAP GTPase-activating activity inhibitors, confirmation, biochemical, ADP Hunter fluorescence; Rac GTPase-activating protein 1 (Homo sapiens); MgcRacGAP-stimulated Rac1 GTP hydrolysis, ADP Hunter fluorescence; higher % means a stronger effect; GST-tagged Rac1 F28L mutant substrate; one-dose inhibition, % at 30 µM; IC50 in µM for titrated hits; 0.6% of 340,000 active; AID 624330, 2012;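 active = first-screen hits whose inhibition reached a set limit at any dose in the follow-up dose series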;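 note: fluorescence reports GDP produced by GAP-driven GTP hydrolysis; strong numbers were not always called active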
NS5 inhibitors = Dengue-2 NS5 methyltransferase inhibitors, primary screen, biochemical, confirmation dose response (AID 588689); Genome polyprotein (Dengue virus type 2 (strain 16681-PDK53)); Dengue-2 NS5 methyltransferase capping enzyme assay, biochemical; higher % means a stronger effect; inhibition, % at 25 µM, or IC50 in µM where a hit was titrated; 0.3% of 340,000 active; in the data active = a potency from the dose series
T cell HTS = modulators of CD8 T cell-vesicle binding, primary screen, mouse 2C CD8+ T cells, flow cytometry; AID 2052, 2009; 0.068% of 330,000 active; calls only at 7 µM; 2C CD8+ T cell-vesicle binding; stronger effect = lower value;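 active = response, share of CD8 T cells binding vesicles, and their 90th percentile fluorescence all below set limits, cut at about 80% in these data, passing the limit was not always enough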
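Assay system – 2C mouse CD8+ T cells · Also added – QL9-loaded Drosophila micro-vesicles · Timing – Cell–vesicle co-incubation 1.5 h at 37 °C, staining 20 min on ice · Signal – flow cytometry of vesicle-bound cells · Measure – percent CD8+ FL2 mean versus row control · Controls – Peptide-free naked vesicles (low) and QL9 vesicles with 0.7% DMSO vehicle (high)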
Large T inhibition = SV40 large T antigen inhibitors, biochemical (AID 1903) | SV40 large T antigen ATPase/helicase inhibition assay; higher % means a stronger effect | inhibition, % at 20 µM; hits with a dose series show IC50 in µM | 0.39% of 310,000 active; in the data active = a potency from the dose series; note: strong numbers were not always called active
RSV antiviral HEp-2 = RSV antiviral activity via CPE protection, HEp-2 cells, primary 10 µM value included (AID 2391). one-dose CPE inhibition, % at 10 µM; IC50 in µM for titrated hits. 0.13% of 310,000 active. HEp-2 cells, RSV-induced CPE inhibition; higher % means a stronger effect; in the data active = a potency from the dose series; note: strong numbers were not always called active
T cell HTS vesicle-bound % = recorded beside T cell HTS, whose call it bears; double positive events, %; measured here: CD8+ vesicle-bound cell fraction;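 binding gate set so that unloaded-vesicle control wells show 10% double positive cells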
NTR1 agonist cell count 20 µM = further read-out of NTR1 agonist, marked with its call; cell count; measured here: cell count, cytotoxicity flag
NS5 inhibitors pilot replicate = recorded beside NS5 inhibitors, whose call it bears; inhibition, %; measured here: pilot screen replicate inhibition
Numbers without * were called inactive; i = inactive; nt = no result given; [ ] = remark or other dose.

SMILES | UTI89 phage lysis | Salmonella PhoP GFP | West Nile virus CPE | NTR1 agonist | NTR1 agonist cell count 20 µM | MgcRacGAP inhibition | NS5 inhibitors | T cell HTS | T cell HTS vesicle-bound % | Large T inhibition | RSV antiviral HEp-2 | others
COCCNC(=O)c1c(N)n(CCC2=CCCCC2)c2nc3ccccc3nc12 | 0.3% | -16% | 0.6% | 2.8 | 43 | 7% | 9% | i | 54 | -8% | -0.7%
CC(=O)c1ccc(OCCCC(=O)N2CCN(S(=O)(=O)c3cccs3)CC2)cc1 | 0.1% | 5% | -1.2% | -0.7 | 91 | 8% | -2% | i | 18 | 25% | 1.1%
CCOC(=O)c1oc2cc(C)cc(C)c2c1C | 1.0% | -3% | 0.5% | 2.7 | 59 | 4% | -4% | i | 31 | 6% | 3.6%
O=C(CCS(=O)(=O)c1ccccc1)Nc1ccc(S(=O)(=O)Nc2nccs2)cc1 | -2.2% | nt | nt | -0.5 | 51 | 4% | 3% | i | 36 | nt | nt
CC(=O)c1cc(F)c(N2CCN(c3ccc([N+](=O)[O-])cc3F)CC2)cc1C | -0.5% | -8% | -0.6% | 2.3 | 59 | -4% | -1% | i | 42 | 0% | 2.2%
C(=N\Nc1nc2ccccc2s1)/c1ccco1 | 4.0% | 5% | -0.9% | 0.5 | 30 | 7% | -4% | i | 35 | 12% | 11%
Cc1ccccc1-n1ncc2c(SCC(=O)NC3CCCC3)ncnc21 | 0.2% | 8% | -0.2% | 1.3 | 57 | 6% | -2% | i | 13 | -2% | 2.3%
O=C(N/N=C/c1ccc(OC(=O)c2cccc(F)c2)cc1)c1cccnc1 | 0.0% | 2% | 0.4% | -1.7 | 51 | 6% | -12% | i | 33 | 11% | 6.3%
Cc1c(CC(=O)O)c(=O)oc2cc3occ(-c4ccc(F)cc4)c3cc12 | 0.1% | nt | -0.8% | 0.1 | 101 | 7% | -6% | i | 32 | 13% | 2.0%
O=C(CCC1CCN(Cc2ccc(Cl)cc2)CC1)NC1CC1 | 0.2% | 10% | 0.0% | 1.1 | 54 | 6% | -1% | i | 53 | 2% | -0.5%
CS(=O)(=O)N(CC(=O)N1CCOCC1)Cc1ccccc1 | -1.6% | -1% | -0.1% | -0.2 | 68 | -1% | 3% | i | 9 | 2% | 0.5%
CCC(C)NC(=O)c1cn(CC)c2cc(N3CCN(C)CC3)c(F)cc2c1=O (centres undefined) | nt | 37µM* | -0.2% | -0.8 | 48 | nt | nt | i | 37 | 7% | -1.0%
COc1ccc(N2CCN(C(=O)c3cc4c(=O)n(Cc5ccccc5)ccc4nc3C)CC2)cc1 | -0.3% | 2% | -0.2% | -0.6 | 66 | 27% | -22% | i | 5 | 8% | 4.0%
O=C1c2ccccc2S(=O)(=O)N1Cc1nnc(-c2ccccc2Br)o1 | -0.6% | 2% | 0.3% | nt | nt | -2% | -10% | nt | nt | 1% | nt
O=c1cc(N2CCCCC2)c(-c2ccccc2)nn1Cc1ccccc1 | 0.0% | 3% | -1.3% | 3.6 | 71 | 17% | -3% | i | 54 | 6% | 6.4%
NC(=O)c1ccc(C23CC4CC(CC(C4)C2)C3)o1 | 0.6%[50 µM] | 17% | -0.7% | 5.3 | 72 | 4% | -7% | i | 11 | 0% | 2.5%
Cc1cccc(NC(c2ccc(O)cc2)c2ccc3ccc(C)nc3c2O)n1 (centres undefined) | -0.3% | 21% | 0.6% | 4.8 | 49 | 2% | -17% | i | 39 | 19% | 2.0%
O=C(COc1cc(Cl)c(Cl)cc1Cl)N1CCN(c2ccccn2)CC1 | nt | 6% | 0.3% | nt | nt | nt | nt | i | 18 | -3% | 3.6%
O=C1CC(N2CCN(Cc3ccc4c(c3)OCO4)CC2)C(=O)N1c1ccccc1 (centres undefined) | 3.2% | 2% | 0.1% | 1.4 | 67 | 3% | 0% | i | 15 | 3% | -0.5%
COc1ccc(C(=O)Nc2ccccc2C(=O)Nc2ccncc2)cc1 | 0.5%[50 µM] | 0% | -0.6% | 2.7 | 73 | 10% | -1% | i | 3 | 8% | 0.8%
C[C@]12CC[C@@H]3c4ccc(O)cc4CC[C@H]3[C@@H]1CC[C@@H]2OC(=O)CCC1CCCC1 | -2.8% | -6% | 1.8% | 27 | 48 | 3% | -8% | i | 52 | 5% | -2.0%
CC(=O)Nc1ccc(Nc2nc(C)nc3c2oc2ccccc23)cc1 | 0.8% | -3% | -0.4% | 1.7 | 58 | 14% | -2% | i | 55 | 3% | -0.1%
CCCCOC(=O)c1cc(=O)[nH]c(=O)[nH]1 | -0.7% | -3% | -0.1% | -1.1 | 98 | -5% | 0% | i | 40 | 0% | nt
Cc1ccccc1Nc1nc(N)nc(COC(=O)[C@@H](NC(=O)c2c(F)cccc2F)C(C)C)n1 | -0.2%[50 µM] | -9% | nt | 0.1 | 50 | -3% | -2% | i | 40 | 8% | -1.5%
COc1ccc(NC(=O)CCNS(=O)(=O)c2ccc3c(c2)CCC(=O)N3)cc1 | 3.6% | 20% | -0.1% | 0.4 | 46 | 5% | -5% | i | 14 | 6% | -0.1%
Cc1cccc(C(=O)OCC(=O)NCc2ccc3c(c2)OCO3)c1C | -0.2% | nt | nt | -1.8 | 44 | 1% | -1% | i | 30 | nt | nt
Cc1csc(SCC(=O)Nc2nc3ccccc3s2)n1 | 0.5% | 11% | 0.1% | 0.1 | 54 | 7% | 1% | i | 22 | 1% | 4.9%
CC(C)CN1CCNC(=O)C1CC(=O)NCCc1ccc(C(F)(F)F)cc1 (centres undefined) | 0.4% | -3% | 0.4% | 0.0 | 48 | 5% | -7% | i | 42 | -3% | 2.4%
O=C(Cc1c(O)c2ccccc2[nH]c1=O)N(Cc1ccccc1)Cc1ccccc1 | 0.7% | 13% | -0.2% | -1.4 | 68 | -2% | -6% | i | 24 | 2% | -0.8%
CC(C)c1ccc(/C=C(\NC(=O)c2ccccc2)C(=O)NCCCN2CCOCC2)cc1 | 0.8% | -8% | 0.1% | -0.5 | 59 | 2% | -5% | i | 22 | 14% | 0.1%
COc1ccc(CCNC(=O)CSc2nnc(CNC(=O)c3ccccc3F)o2)cc1OC | -2.3% | -3% | -0.7% | 8.4 | 24 | 7% | 2% | i | 62 | 0% | 0.0%
COCCN1C(=O)C(=O)/C(=C(/O)c2ccc(S(=O)(=O)N3CCCCC3)cc2)C1c1ccc(OC)cc1 (centres undefined) | 0.2% | 4% | -0.1% | -0.6 | 62 | 2% | 18% | i | 25 | 6% | -0.9%
CC(=O)Nc1cccc(NC(=O)CSc2nnc3ccc(-c4ccccn4)nn23)c1 | 0.8%[50 µM] | -6% | nt | -0.2 | 49 | 2% | -1% | i | 34 | 12% | -2.4%
COC(=O)c1ccc(-c2noc(CN(C)CCC3CCCCO3)n2)cc1 (centres undefined) | -0.4% | -6% | 0.2% | 0.4 | 21 | 4% | -9% | i | 64 | 16% | -0.4%
Cc1c(C(=O)N2CCN(Cc3ccccc3)CC2)oc2c1C(=O)CC(C)(C)C2 | -1.2% | 11% | 0.0% | 1.1 | 53 | -10% | -5% | i | 27 | 11% | -0.7%
COc1ccc(CCc2nc(-c3ccc(-n4cccc4)cc3)no2)cc1 | -0.2% | -1% | -0.3% | 4.9 | 43 | 1% | -5% | i | 53 | 0% | 0.6%

Of the compounds above, two contain a Cl atom.
SMILES | UTI89 phage lysis | Salmonella PhoP GFP | West Nile virus CPE | NTR1 agonist | NTR1 agonist cell count 20 µM | MgcRacGAP inhibition | NS5 inhibitors | T cell HTS | T cell HTS vesicle-bound % | Large T inhibition | RSV antiviral HEp-2 | others
O=C(CCC1CCN(Cc2ccc(Cl)cc2)CC1)NC1CC1 | 0.2% | 10% | 0.0% | 1.1 | 54 | 6% | -1% | i | 53 | 2% | -0.5%
O=C(COc1cc(Cl)c(Cl)cc1Cl)N1CCN(c2ccccn2)CC1 | nt | 6% | 0.3% | nt | nt | nt | nt | i | 18 | -3% | 3.6%

More compounds follow.
SMILES | UTI89 phage lysis | Salmonella PhoP GFP | West Nile virus CPE | NTR1 agonist | NTR1 agonist cell count 20 µM | MgcRacGAP inhibition | NS5 inhibitors | T cell HTS | T cell HTS vesicle-bound % | Large T inhibition | RSV antiviral HEp-2 | others
O=C(O)c1cccc(S(=O)(=O)Nc2ccc(-c3ccccc3)cc2)c1 | 0.9% | nt | nt | -0.9 | 50 | 9% | -4% | i | 49 | nt | nt
CC(C)NC(=O)CSc1nc2ccccc2c(=O)n1CCCOC(C)C | 0.4% | -2% | -0.1% | 0.5 | 53 | 3% | -6% | i | 38 | 2% | 0.8%
CCCCS(=O)(=O)NC1=NCN(CCOC(=O)c2ccccc2)CN1 | 0.4% | nt | 0.3% | 2.7 | 43 | 1% | -10% | i | 12 | nt | 0.7%
C=CCc1cccc2cc(C(=O)NC(C)(C)C)c(=O)oc12 | 1.0% | -3% | -0.1% | 2.1 | 48 | 1% | -1% | i | 7 | -2% | 1.1%
Cc1ccc(S(=O)(=O)NCCC(c2ccc(F)cc2)c2ccco2)cc1 (centres undefined) | 2.4% | 8% | -1.7% | 10 | 52 | 12% | -1% | i | 41 | -5% | 1.4%
CCOC(=O)C1=C(C)N(CCCC(=O)O)C(=O)NC1c1cccc(OC)c1 (centres undefined) | nt | 0% | 0.0% | -1.7 | 99 | nt | nt | i | 25 | 9% | 1.6%
Cc1ccc(C)c(Oc2ncnc(N)c2[N+](=O)[O-])c1 | 1.3% | 29% | nt | 0.4 | 46 | 7% | -4% | i | 42 | -4% | 1.1%
CC(C)CN1CCN(Cc2cn(C)c3ccccc23)CC1CCO (centres undefined) | 0.1% | 8% | -0.3% | 1.0 | 67 | -1% | 0% | i | 56 | 4% | -2.1% | NS5 inhibitors pilot replicate=1.2
CC(C)COC(=O)n1c(=O)oc2ccc(S(=O)(=O)N3CCCCC3)cc21 | -1.6%[50 µM] | -10% | 0.1% | 0.9 | 63 | -5% | -3% | i | 46 | 19% | 10%
O=C(c1cccs1)N(Cc1nc2sc3c(c2c(=O)[nH]1)CCCC3)C1CCCC1 | 2.2% | 12% | -0.7% | 10 | 73 | 4% | -5% | i | 65 | 5% | 20%
CCN1C(=O)/C(=C/c2nc3ccccc3c(=O)n2-c2ccccc2)c2ccccc21 | 0.7% | 3% | 0.4% | 18 | 30 | 12% | -7% | i | 16 | 12% | 18%
COc1ccc(CC(=O)Nc2nc(-c3ccccc3)c(C(C)=O)s2)cc1OC | -0.7% | 5% | 1.0% | -3.0 | 76 | -2% | -1% | i | 38 | 6% | 3.3%
COc1ccccc1NC(=O)c1cc(S(=O)(=O)NC2CCCC2)ccc1F | 3.1% | -6% | 0.1% | 2.0 | 74 | 5% | 4% | i | 47 | 15% | 13%
O=c1cc(CCl)[nH]c2nc3ccccc3n12 | 0.2% | -4% | 0.2% | 0.8 | 61 | -9% | -14% | i | 29 | 11% | 11%
